Source: PubChem BioAssay
TCR CD3 inh = inhibitors of human TCR-CD3 interaction, primary screen, biochemical, fluorescence, TAMRA-labeled TCR probe; AID 651800, 2012; T-cell receptor (TCR); 0.37% of 360,000 active; inhibition, % at 9.4 µM; in the data active = inhibition above about 19%;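 note: recombinant mutant TCR 2C K166C tagged with TAMRA read by polarization; 0% = receptor in buffer alone and 100% = receptor with positive control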
HTRA1 inhibitor = HTRA1 serine protease inhibitors, primary screen, biochemical, fluorescence polarization, HTS; Q92743; recombinant HTRA1, FP-rhodamine activity-based probe; inhibition, % at 5.96 µM; 0.5% of 340,000 active; in the data active = inhibition above about 36%;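 note: 0% = enzyme with DMSO and 100% = wells lacking enzyme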
UHRF1 binding = UHRF1 methylated DNA binding inhibitors, primary screen, counter-screen for MBD2 inhibitor project, biochemical, TR-FRET, human UHRF1, single concentration. E3 ubiquitin-protein ligase UHRF1 (Homo sapiens), Q96T88. 0.75% of 370,000 active. UHRF1 binding to methylated oligo. inhibition, % at 4.4 µM; in the data active = inhibition above about 21%;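 note: UHRF1 SRA domain binding a hemimethylated CpG hairpin DNA probe; 0% = median of test compound wells and 100% = reference inhibitor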
LEDGF integ inh = blockers of LEDGF/p75-dependent integrase strand transfer – biochemical, TR-FRET, high throughput, primary screen | AID 743269, 2014 | 0.64% of 370,000 active | inhibition, % at 3.7 µM | TR-FRET IN-LEDGF/p75 DNA integration, Eu/Cy5;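 active = inhibition above the screen-wide mean plus 3 SD, cut at about 13% in these data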;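 note: signal is the Cy5 over europium emission ratio at 671 and 618 nm; 0% = plate median of compound wells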
PG9 binder = binders of HIV-1 gp120 antibody PG9, primary screen, biochemical, TR-FRET; HIV-1 gp120 / PG9 antibody interaction; TR-FRET gp120-PG9 antibody binding; inhibition, % at 6.7 µM; 0.43% of 360,000 active; in the data active = inhibition above about 8.5%
SIAE inh = human SIAE inhibitors, primary screen, biochemical, fluorescence polarization, FP-Rh probe, 1536-well HTS; Sialate O-acetylesterase (Homo sapiens), Q9HAT2; SIAE FP-Rh probe binding; inhibition, % at 9.66 µM; 0.69% of 370,000 active;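 active = inhibition above a cutoff: mean of compounds within the control limits plus 3 SD of those, cut at about 17% in these data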;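 note: 0% = plate median of compound wells and 100% = probe without SIAE protein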
Target sequence (Q9HAT2 whole entry, looked up): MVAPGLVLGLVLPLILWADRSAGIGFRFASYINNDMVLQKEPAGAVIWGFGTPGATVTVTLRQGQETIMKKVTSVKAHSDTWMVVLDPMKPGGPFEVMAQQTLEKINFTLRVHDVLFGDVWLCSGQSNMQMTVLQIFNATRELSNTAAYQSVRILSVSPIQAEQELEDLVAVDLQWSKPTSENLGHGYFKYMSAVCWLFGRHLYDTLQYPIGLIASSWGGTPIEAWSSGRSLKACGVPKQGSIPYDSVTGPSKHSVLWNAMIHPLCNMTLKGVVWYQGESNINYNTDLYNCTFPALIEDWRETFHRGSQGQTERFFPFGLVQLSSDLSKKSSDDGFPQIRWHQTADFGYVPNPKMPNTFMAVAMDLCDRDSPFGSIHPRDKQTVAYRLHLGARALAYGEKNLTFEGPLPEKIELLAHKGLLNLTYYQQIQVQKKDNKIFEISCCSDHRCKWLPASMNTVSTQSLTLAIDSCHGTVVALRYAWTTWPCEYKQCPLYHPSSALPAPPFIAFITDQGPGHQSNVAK
ABHD4 inh = ABHD4 inhibitors, primary screen, biochemical, fluorescence polarization, mouse | purified mABHD4, FP-Rh probe fluorescence polarization | inhibition, % at 8.92 µM | 0.54% of 370,000 active;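 active = inhibition exceeding the mean over every tested compound plus 3 SD, cut at about 30% in these data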;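 note: 0% = plate median of compound wells and 100% = S159A mutant with DMSO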
Target sequence (Q8VD66 whole entry, looked up): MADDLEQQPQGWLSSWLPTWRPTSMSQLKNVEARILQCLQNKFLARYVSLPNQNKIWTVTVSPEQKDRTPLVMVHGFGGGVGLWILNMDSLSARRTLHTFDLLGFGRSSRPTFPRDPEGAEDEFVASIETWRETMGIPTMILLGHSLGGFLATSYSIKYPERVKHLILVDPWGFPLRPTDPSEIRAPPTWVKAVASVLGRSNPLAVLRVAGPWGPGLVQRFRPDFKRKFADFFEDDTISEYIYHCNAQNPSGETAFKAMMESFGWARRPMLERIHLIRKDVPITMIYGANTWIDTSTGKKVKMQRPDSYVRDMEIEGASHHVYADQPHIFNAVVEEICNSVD
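Assay system: mouse ABHD4 enzyme, wild type / Also added: fluorescent activity-based probe FP-Rh / Doses: single nominal dose of 8.92 µM, 0.89% DMSO final / Timing: 45 min compound pre-incubation plus 60 min probe step, 25 °C / Signal: FP readout, ex 525 nm / em 598 nm / Control set: S159A mutant/DMSO as 100%, compound-well median as 0%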
PRMT1 FP inh = PRMT1 methyltransferase inhibitors, primary screen, biochemical, fluorescence polarization. recombinant PRMT1, activity-based probe fluorescence polarization. 1.3% of 370,000 active. AID 652257, 2013. inhibition, % at 2.79 µM;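 active = inhibition above about 21% made by adding two undisclosed values, limit read from the data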
TDP2 inh = human TDP2 enzyme inhibitors, primary screen, biochemical, epi absorbance, recombinant enzyme. inhibition, % at 12.8 µM. AID 720702, 2013. 0.34% of 370,000 active. T5PNP hydrolysis, p-nitrophenol absorbance 415 nm. Tyrosyl-DNA phosphodiesterase 2 (Homo sapiens), O95551;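 active = inhibition above the mean of all tested compounds plus 3 SD, set per campaign, cut at about 25% in these data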;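 note: 0% = DMSO with enzyme and 100% = buffer with substrate but no TDP2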
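System – recombinant human TDP2 · Amount – 120 nM TDP2 per well · Buffer or medium – Mg2+-containing Tris-HCl buffer, pH 7.5 · Reagent – T5PNP substrate, 5 mM · Dosing – 12.8 µM single point, 1% DMSO · Incubation – 2 h at 37 °C · Measured by – epi absorbance · Read-out basis – percent inhibition · Benchmarks – high control without enzyme, low control DMSO plus TDP2 · Repeats – singlicate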
Tn7 DDE FP = inhibitors of Tn7 peptide binding to fibrin DD(E), primary screen, biochemical, fluorescence polarization, human fibrin, Tn7 probe. Fibrinogen beta chain (Homo sapiens), P02675. FP displacement of FITC-Tn7 peptide from fibrin DD(E); 0% = median of compound wells per plate. inhibition, % at 8.3 µM. 0.13% of 370,000 active;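 active = inhibition above the mean of compounds falling within the control limits plus 3 SD of them, cut at about 14% in these data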;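 note: 0% = plate median of compound wells and 100% = 10 µM Aha-Tn7 peptide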
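Also added: labelled Tn7 tracer, 0.1 µM; Assay system: human fibrin DD(E) protein; Amount: 2 µM fibrin DD(E); Schedule: 10 min compound pre-incubation, 3 h probe incubation at room temperature; Repeats: one replicate per compound; Read-out basis: percent inhibition; Measured by: fluorescence polarization of the labelled Tn7 tracer.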
Starred values were filed as active, the others as inactive; / = not tested or not shown.

1	CCC(=O)NN1CCc2cc3ccc(C)cc3nc21
2	CCCCNC(=O)C[C@H]1C[C@@]2(C(=O)OC)C(=C[C@H](COCc3ccccc3)O[C@@H]2C)N(CCc2ccc(OC)c(OC)c2)C1=O
3	COc1ccc([N+](=O)[O-])cc1NC(=O)COC(=O)c1ccccn1
4	COc1ccc(-c2cc3nc(C)cc(N4CCN(C(=O)c5ccco5)CC4)n3n2)cc1
5	COc1ccc(-c2c(N)n[nH]c2C)cc1OC
6	CCOC(=O)COc1ccc(S(=O)(=O)N2CCc3ccccc3C2)cc1
7	Nc1c(C(=O)NCc2ccc3c(c2)OCO3)c2nc3ccccc3nc2n1CCCN1CCOCC1
8	CC(C)Cc1nc(SCC(=O)Nc2nnc(CC(C)C)s2)n[nH]1
9	Clc1cnc2nc(SC/C=C/c3ccccc3)[nH]c2c1
10	CCN(CC(=O)Nc1ccc2c(c1)OCCO2)C(=O)CCc1ccccc1Cl

Screen / compound no.,1,2,3,4,5,6,7,8,9,10
TCR CD3 inh,4,/,2,-7,2,3,0,-4,3,0
HTRA1 inhibitor,-2,/,3,-17,3,-1,-9,4,/,1
UHRF1 binding,1,-2,0,1,-3,-1,-5,3,-2,-1
LEDGF integ inh,-6,0,0,0,-1,-3,0,14*,0,4
PG9 binder,1.7,/,1.2,0.0,1.1,-1.3,-0.4,1.2,-1.6,-0.6
SIAE inh,-4,0,4,-8,4,1,-1,0,0,-5
ABHD4 inh,-1,3,4,11,6,1,12,7,-1,0
PRMT1 FP inh,6,-1,0,0,-3,0,2,0,-1,0
TDP2 inh,-2,2,3,3,15,4,-5,-3,-5,9
Tn7 DDE FP,-6,2,4,1,-3,11,-4,-3,6,1

11	Cc1ccc(-n2cc(CN(C)Cc3ncc[nH]3)c(-c3cccc(C)c3)n2)cc1
12	CC1=C(C(=O)N(C(C)C)C(C)C)CC(CC(=O)NCc2cccs2)C(=O)N1Cc1ccccc1 (stereo not given)
13	O=C(CCc1ccccc1)NNC(=O)COc1ccc([N+](=O)[O-])cc1
14	COc1ccc(NC(=O)C(=O)NCC(=O)Nc2cc(OC)ccc2OC)cc1
15	OCc1cnc(SCc2ccccc2)n1Cc1ccccc1
16	CCCC(=O)OCCNc1cc(Sc2nc3ccccc3[nH]2)c2nonc2c1[N+](=O)[O-]
17	COc1ccc(Cl)cc1S(=O)(=O)N1CCN=C1Cc1ccccc1
18	CC(NC(=O)c1ccco1)c1nc(-c2ccc(C(C)(C)C)cc2)no1 (stereo not given)
19	COc1ccc(/C=N\NC(=O)c2ccccc2Br)cc1COc1c(F)c(F)cc(F)c1F
20	C=CCN1C(=O)C2(OCCCO2)c2cccc(C)c21

Screen / compound no.,11,12,13,14,15,16,17,18,19,20
TCR CD3 inh,-4,0,1,7,-3,0,2,-9,2,0
HTRA1 inhibitor,-25,7,0,-2,-2,0,-2,-18,-43,-4
UHRF1 binding,-2,3,1,-1,4,-14,1,4,1,-1
LEDGF integ inh,5,-2,2,-1,-2,-2,-2,-4,-1,-4
PG9 binder,-2.9,-1.0,-0.4,-2.0,0.2,-0.1,-2.1,0.5,2.9,-1.2
SIAE inh,-3,4,15,-1,-1,10,2,-14,-44,-2
ABHD4 inh,1,1,3,-1,-4,17,3,6,-52,5
PRMT1 FP inh,-1,0,-2,1,2,67*,0,3,2,4
TDP2 inh,2,0,-12,-7,7,2,-1,-1,-1,10
Tn7 DDE FP,-7,6,-2,-3,7,-3,7,7,-3,-1

21	Cc1ccc(C(=O)N(CCc2ccccc2)Cc2ccccc2)cc1S(=O)(=O)N1CCCCC1
22	CCN1C(=O)C(=O)N(CC(=O)Nc2cccc(C(F)(F)F)c2)C1=O
23	COC(=O)[C@@]12C[C@@H](CC(=O)N3CCCC3)C(=O)N(Cc3ccco3)C1=CCC(C)(C)C2
24	Cc1ccc2nc(SCC(=O)N3CCC(Cc4ccccc4)CC3)nc(=O)n2c1
25	CC(C)(C)N1CC(c2nc3ccccc3n2Cc2ccc(F)cc2)CC1=O (stereo not given)
26	CCc1nnc(NC(=O)CSc2nc(-c3ccccc3)c(-c3ccccc3)o2)s1
27	O=C(Nc1ccccc1C(=O)Nc1ccccc1C(=O)O)c1ccccc1
28	O=C(CN1C(=O)C2C3C=CC(C3)C2C1=O)OCC(=O)c1ccc([N+](=O)[O-])cc1 (stereo not given)
29	O=C(N/N=C/c1cccnc1)c1cccc(NC(=O)c2cccc(Br)c2)c1
30	COc1ccccc1CNC(=O)COC(=O)Cc1c[nH]c2ccccc12

Screen / compound no.,21,22,23,24,25,26,27,28,29,30
TCR CD3 inh,2,-4,-1,8,4,-6,-6,7,0,-1
HTRA1 inhibitor,-38,-2,/,-3,-6,-1,-73,9,-53,0
UHRF1 binding,-1,3,-2,0,13,6,1,-2,0,-1
LEDGF integ inh,7,0,-12,-2,5,-7,5,2,1,1
PG9 binder,1.5,-1.5,0.8,0.4,-1.1,-1.4,0.6,2.4,1.9,-1.9
SIAE inh,-9,-6,6,-8,-1,-5,-28,1,-96,-22
ABHD4 inh,-3,-3,-8,5,3,-5,-16,10,-15,-2
PRMT1 FP inh,-3,3,0,0,1,1,7,50*,-2,-1
TDP2 inh,0,2,3,-3,-9,-4,-4,-4,1,14
Tn7 DDE FP,-2,-6,1,0,-3,-3,1,-1,-2,1

A run of entries from the list above, as a working copy:
21	Cc1ccc(C(=O)N(CCc2ccccc2)Cc2ccccc2)cc1S(=O)(=O)N1CCCCC1
22	CCN1C(=O)C(=O)N(CC(=O)Nc2cccc(C(F)(F)F)c2)C1=O
23	COC(=O)[C@@]12C[C@@H](CC(=O)N3CCCC3)C(=O)N(Cc3ccco3)C1=CCC(C)(C)C2
24	Cc1ccc2nc(SCC(=O)N3CCC(Cc4ccccc4)CC3)nc(=O)n2c1
25	CC(C)(C)N1CC(c2nc3ccccc3n2Cc2ccc(F)cc2)CC1=O (stereo not given)

Screen / compound no.,21,22,23,24,25
TCR CD3 inh,2,-4,-1,8,4
HTRA1 inhibitor,-38,-2,/,-3,-6
UHRF1 binding,-1,3,-2,0,13
LEDGF integ inh,7,0,-12,-2,5
PG9 binder,1.5,-1.5,0.8,0.4,-1.1
SIAE inh,-9,-6,6,-8,-1
ABHD4 inh,-3,-3,-8,5,3
PRMT1 FP inh,-3,3,0,0,1
TDP2 inh,0,2,3,-3,-9
Tn7 DDE FP,-2,-6,1,0,-3

(next part)
31	CCN(CC)S(=O)(=O)c1ccc(Cl)c(C(=O)NCC2CCCO2)c1 (stereo not given)
32	CC(=O)c1cnc(Oc2cc(Cl)ccc2Cl)nc1C
33	CCc1nc2c(OCc3ccc(C(F)(F)F)cc3)cccn2c1N(C)C(=O)CC(C)C
34	O=C(Nc1cc(Cl)ccc1-n1cncn1)c1ccco1
35	Cc1cc(C(=O)Cn2nc(C(=O)O)c3ccccc3c2=O)c(C)n1C1CC1
36	O=C(/C=C/c1cccs1)N1CCC2(CC1)Oc1ccc(F)cc1C(=O)C21CC(c2ccccc2)=NO1 (stereo not given)
37	COc1cccc(C(=O)Oc2ccc(/C=N/Nc3ccc(C(=O)O)cc3)cc2OC)c1
38	O=C(NCCCN1CCOCC1)c1ccc(NS(=O)(=O)c2ccccc2)cc1
39	CC(=O)c1ccc(NC(=O)CSc2ccc3nnc(-c4cccnc4)n3n2)cc1
40	COC(=O)c1cccc(CSc2nnc(-c3ccco3)n2-c2ccccc2)c1

Screen / compound no.,31,32,33,34,35,36,37,38,39,40
TCR CD3 inh,-6,3,2,0,0,0,2,-2,-1,-5
HTRA1 inhibitor,2,1,/,0,2,-31,5,-4,8,-13
UHRF1 binding,2,-1,0,0,1,0,4,1,11,3
LEDGF integ inh,3,3,-1,-2,-5,3,5,-3,-1,2
PG9 binder,-0.5,0.5,-0.2,-1.0,-0.6,0.6,-2.9,-0.8,2.3,-1.9
SIAE inh,5,-3,2,-3,-7,-5,9,-2,2,5
ABHD4 inh,1,-4,5,0,5,-10,13,9,-8,-7
PRMT1 FP inh,1,-2,2,-2,2,0,8,-3,1,1
TDP2 inh,-17,5,-1,2,5,-5,-34,4,0,-1
Tn7 DDE FP,-17,7,1,2,-4,-1,-2,4,6,2

41	Cc1noc(/C=C/Nc2ccc(F)cc2F)c1[N+](=O)[O-]
42	COc1cccc(C(=O)N2CCN(S(=O)(=O)Cc3ccccc3)CC2)c1OC
43	CCCC(=O)n1nc(-c2ccco2)nc1N
44	Cc1ccccc1NC(=O)COC(=O)CCC(=O)c1cccs1
45	CCOC(=O)c1nn(-c2ccc(OCC)cc2)c2nc(-c3ccco3)c(C#N)c(=O)n12
46	CCN(CC)c1ccc(NC(=O)CCN2C(=O)c3ccccc3S2(=O)=O)c(C)c1
47	OC(COCC1COc2ccccc2O1)CN1CCN(c2ccccc2F)CC1 (stereo not given)
48	COc1ccccc1N1CCN(C(=O)Oc2ccccc2)CC1
49	CCCN(CC1CC1)C(=O)Nc1ccccc1C
50	Cc1ccc2nc(-c3ccccc3)c(Cc3cccc(F)c3)n2c1
51	Cc1cc2c(=O)n(Cc3ccco3)c(SCC(=O)c3ccc(Cl)s3)nc2s1

Screen / compound no.,41,42,43,44,45,46,47,48,49,50,51
TCR CD3 inh,0,3,5,0,10,-2,-1,0,-1,-1,2
HTRA1 inhibitor,6,3,-11,-5,5,-5,-2,-2,1,/,-2
UHRF1 binding,-1,0,1,0,0,-2,0,-1,2,16,1
LEDGF integ inh,1,2,-2,1,2,-1,0,-2,-1,2,-1
PG9 binder,-3.9,0.1,0.9,0.5,1.3,-4.3,-2.7,1.0,1.3,-0.5,-6.5
SIAE inh,2,-5,1,-11,0,-14,1,-4,2,-3,-11
ABHD4 inh,0,-1,0,5,-2,-1,9,0,3,-3,-13
PRMT1 FP inh,-3,-1,-1,3,-2,-1,-1,-4,-1,0,1
TDP2 inh,3,-4,5,6,-10,-16,5,12,-9,0,4
Tn7 DDE FP,-1,5,-1,0,4,-2,-1,7,1,0,3
